# High-throughput results: PubChem, several laboratories
# West Nile virus CPE: West Nile virus antiviral activity, cell-based, CPE readout (AID 1621). West Nile virus-infected cells, CPE inhibition; higher % means a stronger effect. one-dose CPE inhibition, % at 10 µM; IC50 in µM for titrated hits. hit rate 0.02% among 290,000; in the data active = a potency from the dose series; also: strong numbers were not always called active
# AID2073: disruptors of CaV2.2 binding to Mint1 – biochemical, HTRF (AID 2073); HTRF protein-protein interaction, Mint1-CaV2.2; higher % means a stronger effect; inhibition, % at 20 µM; hits with a dose series show IC50 in µM; hit rate 0.19% among 290,000; in the data active = inhibition mostly above about 51%, no sharp cut-off; also: some results filed as inactive read as strong as hits
# SIAH1 antagonists: blockers of Siah-1 interaction with plectin peptide – biochemical, fluorescence polarization, rhodamine-plectin, uHTS, primary screen (AID 1817). Siah-1 / rhodamine-plectin peptide fluorescence polarization; higher % means a stronger effect. displacement, % at 20 µM; hits with a dose series show IC50 in µM. hit rate 0.02% among 290,000;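 active = displacement of at least 50% at 20 µM, with a fluorescence ratio check between 0.3 and a set limit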;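 also: plate controls were Siah plus tracer with DMSO for no effect and tracer alone without Siah for full effect; strong numbers were not always called active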
# SV40 large T antigen: SV40 large T antigen inhibitors, biochemical (AID 1903); hit rate 0.39% among 310,000; inhibition, % at 20 µM; hits with a dose series show IC50 in µM; SV40 large T antigen ATPase/helicase inhibition assay; higher % means a stronger effect; in the data active = a potency from the dose series; also: strong numbers were not always called active
# UTI89 phage lysis: protection from phage-mediated lysis, alamar blue read-out – E. coli UTI89, K1F phage, bacterial capsule biogenesis inhibitors (AID 488966) | E. coli UTI89 K1F phage lysis, alamar blue, 2 h; higher % means a stronger effect | hit rate 0.02% among 340,000 | inhibition, % at 100 µM; hits with a dose series show IC50 in µM;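 active = phage lysis inhibition, versus mean bacterial control, above a set limit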;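 also: capsule biogenesis inhibitors block K1F phage lysis so surviving cells raise fluorescence; higher fluorescence means more inhibition of phage lysis; actives were called in the ten point dose series up to 300 µM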
# NTR1 ag: agonists of NTR1, primary screen, imaging, U2OS cells, beta-arrestin-GFP, high content (AID 493036). NTR1-U2OS beta-arrestin-GFP spot imaging, agonist mode. P30989. hit rate 0.17% among 330,000. activation, % at 20 µM;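 active = activation at or above 40% of the spot to cytoplasm intensity ratio, with at least 20 cells analyzed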;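 also: 0% = DMSO without peptide and 100% = 100 nM NTR1 peptide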
# Target sequence (P30989 whole entry, looked up): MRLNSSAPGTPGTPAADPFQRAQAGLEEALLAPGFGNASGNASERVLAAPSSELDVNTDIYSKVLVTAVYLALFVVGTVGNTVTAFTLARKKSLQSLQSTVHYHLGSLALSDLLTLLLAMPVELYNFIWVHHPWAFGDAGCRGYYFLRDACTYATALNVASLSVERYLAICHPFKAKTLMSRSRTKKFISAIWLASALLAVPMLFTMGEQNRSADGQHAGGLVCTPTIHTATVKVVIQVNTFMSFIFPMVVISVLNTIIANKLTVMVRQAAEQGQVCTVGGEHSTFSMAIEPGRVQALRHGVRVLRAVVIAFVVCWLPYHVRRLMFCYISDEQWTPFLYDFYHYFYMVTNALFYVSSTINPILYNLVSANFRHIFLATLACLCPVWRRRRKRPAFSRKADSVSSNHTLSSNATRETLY
# Dengue-2 NS5 capping: flavivirus cap methylation enzyme inhibition – biochemical, confirmation dose response, primary screen (AID 588689); hit rate 0.3% among 340,000; one-dose inhibition, % at 25 µM; IC50 in µM for titrated hits; Dengue-2 NS5 methyltransferase capping enzyme assay, biochemical; higher % means a stronger effect; in the data active = a potency from the dose series
# Rac1 GTP hydrolysis: MgcRacGAP GTPase-activating activity inhibitors, confirmation, biochemical, ADP Hunter fluorescence; AID 624330; MgcRacGAP-stimulated Rac1 GTP hydrolysis, ADP Hunter fluorescence; higher % means a stronger effect; GST-tagged Rac1 F28L mutant substrate; inhibition, % at 30 µM; hits with a dose series show IC50 in µM; hit rate 0.6% among 340,000;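 active = first-screen hits whose inhibition reached a set limit at any dose in the follow-up dose series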;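 also: fluorescence reports GDP produced by GAP-driven GTP hydrolysis; strong numbers were not always called active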
# RSV antiviral HEp-2: inhibition of RSV-induced cytopathic effect – HEp-2 cells, primary 10 µM value included (AID 2391). HEp-2 cells, RSV-induced CPE inhibition; higher % means a stronger effect. CPE inhibition, % at 10 µM; hits with a dose series show IC50 in µM. hit rate 0.13% among 310,000; in the data active = a potency from the dose series; also: strong numbers were not always called active
# NTR1 ag cell count 20 µM: second read-out of NTR1 ag, no call of its own (marks repeat the call); cell count; measured here: cell count, cytotoxicity flag
# Dengue-2 NS5 capping pilot replicate: further read-out of Dengue-2 NS5 capping, marked with its call; inhibition, %; measured here: pilot screen replicate inhibition
# * = called active by the depositor; / = not tested or not shown; [ ] = remark or other dose.
SMILES,West Nile virus CPE,AID2073,SIAH1 antagonists,SV40 large T antigen,UTI89 phage lysis,NTR1 ag,NTR1 ag cell count 20 µM,Dengue-2 NS5 capping,Rac1 GTP hydrolysis,RSV antiviral HEp-2,others
Cc1cn([C@H]2C[C@H](O)[C@@H](COS(=O)(=O)O)O2)c(=O)[nH]c1=O,/,/,/,/,0.3%,-1.9,49,-3%,8%,/,
CCc1ccccc1NC(=O)CCc1nc(-c2ccc(C)cc2)no1,-0.1%,-4%,3%,3%,0.0%,3.2,46,1%,-1%,2.1%,
CCOC(=O)c1c(C)[nH]c(N=Nc2ccc(C)cc2C)c1C,-0.5%,-2%,-2%,5%,-0.6%,7.8,45,17%,15%,3.1%,
CCCCCCn1c(COc2ccccc2F)nnc1SCC(=O)N1c2ccccc2NC(=O)C1(C)C,2.9%,6%,1%,3%,1.1%,32,50,-6%,3%,-3.0%,
CC(C)(C)C(=O)COC(=O)c1cccc(NC(=O)c2ccco2)c1,0.0%,3%,4%,8%,0.6%,2.0,86,-3%,7%,3.3%,Dengue-2 NS5 capping pilot replicate=5.1
CCOCCCN(CC(=O)NC1CCCC1)C(=O)C(=O)Nc1ccc2c(c1)OCCO2,-0.2%,6%,-4%,-3%,0.0%,0.1,43,-10%,4%,-0.3%,
Cc1ccc(C)c(N2CCN(S(=O)(=O)c3ccc4c(c3)CCC(=O)N4)CC2)c1,-0.5%,-3%,-4%,4%,/,/,/,/,/,/,
Cc1cc(C)n2nc(SCC(=O)N(C)C)nc2n1,0.0%,11%,0%,2%,9.1%,-0.7,55,0%,4%,0.0%,
CN(C)c1ccc(S(=O)(=O)N2CCCCC2)cc1NC(=O)COc1ccccc1F,0.6%,25%,2%,12%,0.1%,4.2,64,-5%,13%,-1.2%,
CCCCOc1ccc(-c2ncc(N)cn2)cc1,0.1%,12%,-3%,16%,-1.1%,1.2,51,3%,4%,14%,
C=CCn1c(CCCOc2ccc(Cl)cc2Cl)nnc1SCC(=O)Nc1nccs1,-0.4%,4%,4%,0%,0.2%,3.2,67,0%,-8%,0.7%,
CCOC(=O)c1[nH]c2ccc(OC)cc2c1NC(=O)NC(C)C,0.1%,14%,-1%,12%,0.3%,-0.9,55,-14%,11%,0.2%,
O=C(Nc1ccc(Cc2ccncc2)cc1)c1cccs1,-0.8%,6%,-4%,9%,0.2%,0.7,68,-5%,6%,10%,
O=C(CN1C(=O)COc2ccccc21)Nc1ccc2c(c1)OCCO2,0.6%,0%,-6%,22%,2.0%,1.5,77,0%,8%,-0.8%,
O=C(Cc1ccccc1[N+](=O)[O-])NCc1ccccc1Cl,0.3%,-6%,7%,-3%,-0.6%,-0.2,84,-1%,9%,1.0%,
Cc1nn(C(=O)c2ccco2)c(C)c1Sc1ccc(Br)cc1,/,0%,0%,-1%,0.3%,1.1,58,-3%,7%,10%,
Cc1ccc(N2CC(C(=O)NCCc3ccc(S(N)(=O)=O)cc3)CC2=O)cc1 (stereo unspecified),-0.6%,8%,2%,5%,4.5%,-0.2,49,5%,2%,0.4%,
O=C(CCCN1C(=O)C2CC=CCC2C1=O)Nc1cccc(F)c1 (stereo unspecified),-0.1%,3%,6%,12%,3.5%[50 µM],-0.7,63,-3%,3%,2.7%,
CC/C(Cc1ccccc1)=N/NC(=O)c1cccc(Br)c1,-0.1%,2%,11%,5%,-4.6%,1.0,62,-7%,1%,2.8%,
COc1cc(/C=N/n2c(-c3cc(C)[nH]n3)n[nH]c2=S)cc(OC)c1OC,0.2%,-40%,-2%,21%,-1.2%,0.2,59,4%,82µM*,2.4%,
CC1(C)CC(=O)C2=C(C1)Nc1ccccc1[S@]2=O,0.2%,22%,2%,5%,-1.3%,0.6,47,4%,-4%,/,
CCOC(=O)c1ccc(NC(=S)N(CCCN2CCCC2)Cc2ccco2)cc1,-0.4%,-23%,-5%,8%,0.4%,-2.0,48,-1%,3%,0.3%,
CCc1cc(SC#N)ccc1N,0.1%,-8%,2%,23%,-0.3%,0.0,39,9%,14%,2.5%,
NC(=O)COC(=O)[C@H](Cc1c[nH]c2ccccc12)NC(=O)c1ccc(F)cc1,0.1%,-1%,15%,13%,0.1%,-0.9,39,-3%,5%,1.0%,
CC(NC(=O)C(=O)NCCCn1ccnc1)c1ccccc1 (stereo unspecified),0.0%,5%,2%,5%,0.3%,-0.7,79,-3%,10%,-0.5%,
N#CC1=C2SCC(O)(c3ccccc3)N2C(=O)CC1c1ccccc1 (stereo unspecified),0.4%,26%,-6%,12%,0.1%,2.9,71,5%,8%,0.9%,
CCOc1cc(/C=N/NC(=O)c2cccnc2)ccc1OCc1ccc(C(=O)OC)o1,0.4%,5%,5%,9%,-0.2%,2.7,29,0%,5%,0.6%,
CCS(=O)(=O)N1Cc2ccccc2CC1C(=O)Nc1ncc(C)s1 (stereo unspecified),-0.1%,6%,-9%,0%,-1.3%,1.8,42,-9%,9%,-0.5%,
CCOc1ccc(-n2nnc3c(=O)n(CC(=O)NCc4ccco4)cnc32)cc1,0.1%,0%,4%,6%,0.3%,1.2,62,-1%,8%,1.1%,
O=C(O)Cc1csc(-c2ccccc2)n1,-0.3%,-3%,9%,5%,0.1%,-0.8,107,-7%,3%,1.8%,
Cc1sc(NC(=S)NC(=O)c2ccco2)c(C(N)=O)c1C,0.1%,23%,-4%,6%,-0.6%,0.8,58,3%,11%,-0.1%,
C=CCn1c(-c2ccc(=O)n(Cc3ccccc3)c2)n[nH]c1=S,0.6%,-6%,5%,11%,/,/,/,/,/,-0.6%,
CCCCn1c(-c2ccc(Br)cc2F)nc2c1c(=O)[nH]c(=O)n2CC(C)C,-1.2%,19%,3%,4%,0.2%,5.7,47,-8%,6%,3.3%,
Cc1ccc(C)c2c3c([nH]c12)-c1nonc1CC3,-0.1%,8%,-1%,3%,0.0%,11,31,5%,11%,11%,
O=C(Nc1cccc(S(=O)(=O)N2CCCCC2)c1)C1COc2ccccc2O1 (stereo unspecified),/,/,/,/,0.2%[50 µM],2.7,52,-2%,-4%,/,
O=C(CSc1nnnn1C1CC2C=CC1C2)Nc1ccc(C(=O)O)cc1 (stereo unspecified),/,/,/,10%,0.8%[50 µM],0.2,63,5%,7%,0.1%,
CCOc1cccc2c1OC(c1cc(OC)c(OC)c(OC)c1)N1N=C(c3ccc(C)o3)CC21 (stereo unspecified),-0.9%,7%,-2%,13%,-0.1%,-0.5,106,-116%,10%,2.5%,
CCOC(=O)c1cc(=O)n2[nH]c(-c3ccc(C)cc3)cc2n1,0.3%,50%,-3%,11%,-1.1%,-1.7,39,6%,6%,2.0%,
O=C(CN1C(=O)C2C3c4ccccc4C(c4ccccc43)C2C1=O)Nc1ccccc1C(=O)O (stereo unspecified),0.1%,2%,-5%,18%,6.2%,-0.8,29,-3%,1%,2.1%,
Cc1cccc(C(=O)OCC(=O)NC(C)C2CC3CCC2C3)c1O (stereo unspecified),/,/,/,/,0.4%[50 µM],0.2,46,1%,7%,/,
COc1ccc(OC)c(NC(=O)COC(=O)c2n[nH]c3ccccc23)c1,/,/,/,/,1.0%[50 µM],5.3,41,7%,3%,2.0%,
COc1ccc(N(CC(=O)Nc2ccc(OC)c(Cl)c2)S(=O)(=O)c2c(C)noc2C)cc1,0.3%,0%,5%,-11%,5.0%,8.1,81,-5%,3%,-0.2%,
Cc1ccc2nc(SCC(=O)N(CC(C)C)c3c(N)n(CC(C)C)c(=O)[nH]c3=O)[nH]c2c1,0.4%,-3%,-3%,16%,0.1%,-0.1,64,-6%,7%,0.2%,
CC(NCC(=O)Nc1ccccc1C(=O)NC1CC1)c1cccc(Cl)c1 (stereo unspecified),/,/,/,/,0.6%[50 µM],0.4,68,1%,2%,/,
CSCC[C@H](NC(=O)N1CCn2c1nc1ccccc12)C(=O)NCc1ccc(C)cc1,-0.6%,32%,9%,8%,0.1%,1.2,49,-7%,7%,12%,

# Quoted at random: 2 records from the list, in no set order.
SMILES,West Nile virus CPE,AID2073,SIAH1 antagonists,SV40 large T antigen,UTI89 phage lysis,NTR1 ag,NTR1 ag cell count 20 µM,Dengue-2 NS5 capping,Rac1 GTP hydrolysis,RSV antiviral HEp-2,others
CCc1ccccc1NC(=O)CCc1nc(-c2ccc(C)cc2)no1,-0.1%,-4%,3%,3%,0.0%,3.2,46,1%,-1%,2.1%,
CC(C)(C)C(=O)COC(=O)c1cccc(NC(=O)c2ccco2)c1,0.0%,3%,4%,8%,0.6%,2.0,86,-3%,7%,3.3%,Dengue-2 NS5 capping pilot replicate=5.1

# Going on with the list.
SMILES,West Nile virus CPE,AID2073,SIAH1 antagonists,SV40 large T antigen,UTI89 phage lysis,NTR1 ag,NTR1 ag cell count 20 µM,Dengue-2 NS5 capping,Rac1 GTP hydrolysis,RSV antiviral HEp-2,others
COc1ccc(S(=O)(=O)N2CCCCC2)cc1NC(=O)CNc1ccccc1N1CCCC1=O,/,/,/,/,0.6%[50 µM],1.8,61,-1%,3%,2.1%,
O=C1CCCc2nc(N3CCc4ccccc43)ncc21,-0.7%,25%,-3%,5%,2.2%,-0.6,58,-6%,-7%,-2.5%,
COc1ccccc1CN(C)C(=O)COC(=O)c1c(C)noc1C,/,/,/,/,-1.3%,2.1,55,-10%,7%,/,
CCOc1cc(N2CCOCC2)c(OCC)cc1NC(=O)COC(=O)c1ccc(Cl)nc1,/,/,/,/,-0.2%,12,54,4%,2%,/,
CC(C)c1ccc(NC(=O)CCCN2C(=O)NC(C)(C)C2=O)cc1,/,/,/,/,0.3%[50 µM],0.8,92,3%,1%,1.3%,
O=S(=O)(Nc1nc2ccccc2nc1Cl)c1ccc(Cl)cc1,0.2%,6%,1%,9%,1.4%[50 µM],1.2,69,1%,3%,2.1%,
O=C(COC(=O)C12CC3CC(CC(O)(C3)C1)C2)Nc1ccccc1OC(F)F,0.0%,-6%,-4%,5%,-0.3%,0.1,79,-2%,1%,0.6%,

# No new results follow: entries from further up.
SMILES,West Nile virus CPE,AID2073,SIAH1 antagonists,SV40 large T antigen,UTI89 phage lysis,NTR1 ag,NTR1 ag cell count 20 µM,Dengue-2 NS5 capping,Rac1 GTP hydrolysis,RSV antiviral HEp-2,others
O=C1CCCc2nc(N3CCc4ccccc43)ncc21,-0.7%,25%,-3%,5%,2.2%,-0.6,58,-6%,-7%,-2.5%,
COc1ccccc1CN(C)C(=O)COC(=O)c1c(C)noc1C,/,/,/,/,-1.3%,2.1,55,-10%,7%,/,
CCOc1cc(N2CCOCC2)c(OCC)cc1NC(=O)COC(=O)c1ccc(Cl)nc1,/,/,/,/,-0.2%,12,54,4%,2%,/,
CC(C)c1ccc(NC(=O)CCCN2C(=O)NC(C)(C)C2=O)cc1,/,/,/,/,0.3%[50 µM],0.8,92,3%,1%,1.3%,
O=S(=O)(Nc1nc2ccccc2nc1Cl)c1ccc(Cl)cc1,0.2%,6%,1%,9%,1.4%[50 µM],1.2,69,1%,3%,2.1%,
